Bioassay records: PubChem BioAssay, National Center for Advancing Translational Sciences (NCATS)
USP1-UAF1 inh = USP1/UAF1 (human) deubiquitinase inhibition; recombinant USP1/UAF1, Ub-Rhodamine cleavage fluorescence; Potency, µM (titrated, usually from 57.1 µM), for the others: top-dose activity change, negative = inhibition, usual class: inhibitors; actives 0.23% (n = 390,000); O94782; note: potency is the fitted concentration of half-maximal effect; % is set by controls: 0 for no effect and ±100 for the full control effect; nearly all actives have a fitted effect of over 60% in size; inactives centre near -12
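USP1/UAF1 complex (1 nM) preincubated 15 min at room temperature with compound, then Ub-Rho substrate (150 nM final) added. Kinetic fluorescence at 480/540 nm over 6 reads at 60 s intervals; 50 mM HEPES pH 7.8, 0.5 mM EDTA, 0.1 mg/ml BSA, 1 mM TCEP, 0.01% Tween-20.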
TrxR1 substrate = is turned over as a substrate by rat TrxR1; O89049; actives 0.01% (n = 390,000); purified TrxR1 substrate turnover, NADPH consumption readout; Potency, µM (doses to about 114 µM), for the others: at the top dose activity change, negative = substrate turnover; note: potency is the fitted concentration of half-maximal effect; % is set by controls: 0 for no effect and ±100 for the full control effect; nearly all actives have a fitted effect of over 50% in size
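Rat TrxR1, dispensed at 90 nM, was prereduced with 400 uM NADPH (final) for 5 min at ~22 deg C, then incubated with compound 15 min before 400 uM selenite. A first-read NADPH fluorescence drop versus no-compound background flagged substrates.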
LDHA block = blocks human lactate dehydrogenase A | purified LDHA, NADH/diaphorase-resazurin fluorescence; stronger effect = lower value | actives 0.15% (n = 480,000) | activity change, % (values are at about 110 or 230 µM) | P00338; in the data active = activity change below about -30%; inconclusive = mostly about -25% to -30%;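 note: plate controls were DMSO wells for no effect and wells without enzyme for full effect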
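Resorufin fluorescence (ex540/em590), read at 0 and 20 min after diaphorase/resazurin addition, reports the NADH left after a 5 min room-temperature reaction of 2 nM human LDH5 with 0.06 mM NADH and 0.2 mM pyruvate.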
Glioma ERSR ind = inducers of ER stress response in human glioma cells | U87-MG GRP78 promoter luciferase reporter, 16 h | Potency, µM, for inactives: at the top dose activation, most hits filed as activators | actives 0.02% (n = 420,000); note: potency is the fitted concentration of half-maximal effect; series mostly up to about 76 µM; % of control where 0% means no effect; nearly all actives have a fitted effect of over 35% in size
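Stably transfected U87-MG human glioma cells carrying a GRP78-based luminescent sensor were seeded at 1000 cells/well, pin-dosed with compounds and incubated 16 h. Luciferase reagent was then added, and end-point luminescence was read after 10 min at room temperature.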
mIDH1 inhibitor = inhibitors of human mutant IDH1 R132H; IDH1-R132H enzyme, NADPH consumption, diaphorase/resazurin fluorescence; Potency, µM (highest dose often 76.6 µM), without a hit: at the top dose activity change, negative = inhibition, hits mostly inhibitors; actives 0.093% (n = 390,000); AID 602179; note: potency is the fitted concentration of half-maximal effect; % is set by controls: 0 for no effect and ±100 for the full control effect; nearly all actives have a fitted effect of over 65% in size
Target sequence (O75874 whole entry R132H, stated change not applied): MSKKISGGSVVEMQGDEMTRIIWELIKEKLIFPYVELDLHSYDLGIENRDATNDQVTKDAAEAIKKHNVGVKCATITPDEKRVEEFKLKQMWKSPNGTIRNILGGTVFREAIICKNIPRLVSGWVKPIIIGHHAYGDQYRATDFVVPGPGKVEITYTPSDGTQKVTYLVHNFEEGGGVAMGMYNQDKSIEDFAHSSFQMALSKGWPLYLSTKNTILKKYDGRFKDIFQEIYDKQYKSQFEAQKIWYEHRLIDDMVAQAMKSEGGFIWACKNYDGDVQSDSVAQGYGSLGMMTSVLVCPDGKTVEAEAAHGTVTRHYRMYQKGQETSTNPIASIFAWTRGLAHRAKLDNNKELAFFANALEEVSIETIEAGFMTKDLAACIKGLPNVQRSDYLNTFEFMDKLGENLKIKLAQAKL
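IDH1-R132H (0.5 ug/mL dispensed) in pH 7.5 Tris buffer was preincubated 30 min with compound, then given a substrate mix of 0.016 mM NADPH and 2 mM alpha-KG for 80 min at room temperature; remaining NADPH was read by diaphorase/resazurin fluorescence.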
PI4K2A inh = blocks human PI4K2A kinase activity. actives 0.13% (n = 420,000). activity change, negative = inhibition, % at 76.9 µM. purified PI4K2A, ADP-Glo luminescence, 1 h; stronger effect = lower value. AID 1346378; in the data active = activity change below about -50%; inconclusive = mostly about -30% to -49%;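 note: -100% = wells without enzyme as full effect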
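In this quantitative HTS, ADP production by PI4K2A was quantified luminescently after 1 h at ambient temperature; 100 microM adenosine served as plate-quality control.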
Vif-A3F inh = Vif-A3F binding inhibition; HeLa A3F-eYFP + Vif (tagged APOBEC3F with the HIV-1 protein that degrades it), YFP fluorescence increase; Potency, µM (top dose mostly 46.1 µM), inactives show at the top dose activity, negative = active; actives 0.2% (n = 390,000); AID 602313; note: potency is the fitted concentration of half-maximal effect; % of control where 0% means no effect; nearly all actives have a fitted effect of over 65% in size
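Fluorescence increase (Ex 488/Em 500-530) after overnight compound treatment at 37 deg C flags inhibition of Vif-driven A3F-eYFP loss in stable HeLa A3F-eYFP/Vif cells seeded overnight beforehand.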
RXFP1 agonist = RXFP1 (human) receptor agonism; Potency, µM (doses to about 57.5 µM), for inactives: at the highest dose activation, actives largely listed as activators; Q9HBX9; actives 0.3% (n = 370,000); HEK293T-RXFP1 cAMP TR-FRET, 30 min; response scale: percent of porcine relaxin response, buffer zero; note: potency is the fitted concentration of half-maximal effect; % is set by controls: 0 for no effect and ±100 for the full control effect; nearly all actives have a fitted effect of over 60% in size; many of its hits are not listed in these tables
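cAMP rise read by TR-FRET after 30 min, 37C compound exposure (up to 58 uM) in RXFP1-transfected HEK293 cells with Ro 20174 present. EC50 from Hill-equation fits, with 29 nM porcine relaxin as 100% and buffer as basal.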
Vif-A3G inh = inhibitors of Vif-APOBEC3G interaction | Q9HC16 | HeLa A3G-eYFP + Vif (tagged APOBEC3G with the HIV-1 protein that degrades it), YFP fluorescence, overnight | Potency, µM (titrated, usually from 46.1 µM), for inactives: at the top dose activity, negative = active, actives largely listed as inhibitors | actives 0.076% (n = 410,000);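 note: potency is the fitted concentration of half-maximal effect; % is set by controls: 0 for no effect and ±100 for the full control effect; nearly all actives have a fitted effect of over 60% in size; hits raise eYFP signal because A3G escapes Vif-driven loss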
Target sequence (Q9HC16 whole entry, looked up): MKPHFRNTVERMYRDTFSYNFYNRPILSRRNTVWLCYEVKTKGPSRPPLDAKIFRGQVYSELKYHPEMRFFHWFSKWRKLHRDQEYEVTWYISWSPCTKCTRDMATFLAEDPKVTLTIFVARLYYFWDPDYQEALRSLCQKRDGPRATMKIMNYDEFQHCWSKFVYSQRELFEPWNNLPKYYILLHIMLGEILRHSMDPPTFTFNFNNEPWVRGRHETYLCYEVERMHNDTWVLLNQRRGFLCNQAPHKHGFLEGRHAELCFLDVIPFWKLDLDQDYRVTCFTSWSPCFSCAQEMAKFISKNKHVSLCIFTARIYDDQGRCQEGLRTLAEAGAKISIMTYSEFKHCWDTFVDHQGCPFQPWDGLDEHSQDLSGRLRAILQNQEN
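HeLa cells stably expressing Vif and C-terminally eYFP-tagged A3G, seeded overnight at 37 deg C, then exposed to compound by pintool overnight at 37 deg C. Rise in yellow fluorescence (Ex 488/Em 500-530, Acumen) marks blocked Vif-driven A3G degradation.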
An asterisk follows results filed as active; ? = inconclusive; . = not tested or not shown; & = joins results of further samples; [ ] = another dose, or the depositor's remark. Unless noted, calls come from the whole dose curve; as a rule, active = well fitted curve in the direction sought with a large enough effect; inconclusive = small, poorly fitted or top-dose-only effect, or another doubt; inactive = no such curve, though single readings can be large; an effect the other way counts as inactive or inconclusive. Only part of the results is shown; the hit share may differ from the screen's.

SMILES | USP1-UAF1 inh | TrxR1 substrate | LDHA block | Glioma ERSR ind | mIDH1 inhibitor | PI4K2A inh | Vif-A3F inh | RXFP1 agonist | Vif-A3G inh
CCOC(=O)C(NS(=O)(=O)c1ccc(C)cc1)(C(F)(F)F)P(=O)(OCC(C)C)OCC(C)C (stereo not drawn) | -23.7% | 3.7%[57.1 µM] | 0.2 | -1.3% | 4.9% | -1.8 | -4.6% | -0.7% | -19.1%
Cc1cc(C)c(C#N)c(SCS(=O)Cc2ccc(Cl)cc2)n1 (stereo not drawn) | -9.7% | 6.6% | -0.2 | -2.4% | 2.7% | -1.2 | 2.0% | 3.6% | -1.7%
CC(=O)Nc1ccc(CN2CCC(n3nccc3NC(=O)CCc3ccccc3)CC2)cc1 | -18.8% | 9.9%[57.1 µM] | -13.6 | 13.9% | 0.0% | 7.0 | 0.5% | -1.3% | 3.1%
COc1ccc(C23CC4CC(CC(C(=O)O)(C4)C2)C3)c(F)c1 | -18.3% | 7.7% | -10.1 | 1.0% | 4.2% | 5.9 | -8.3% | -0.5% | 4.4%
O=C(O)/C=C/C(=O)c1c(-c2ccccc2)[nH]c2ccccc12 | -13.1% | -7.4% | -12.4 | -5.8% | 7.8% | ? | 0.1% | -0.5% | ?
Cc1ccc(N2CCN(C(=O)C3CCC(=O)N(Cc4ccc(Cl)cc4)C3)CC2)c(C)c1 (stereo not drawn) | -14.1% | -7.6% | 0.3 | -2.4% | 0.0% | 1.1 | -1.5% | 2.4% | 0.7%
O=C(Nc1ccccc1)N1CCC(C(=O)N(Cc2ccco2)Cc2cccs2)CC1 | -20.0% | 3.8% | -3.0 | -2.9% | 8.0% | -0.2 | 1.1% | 1.5% | -4.4%
NC(=O)c1cccc(Nc2nc(C(N)COCc3ccccc3)cs2)n1 (stereo not drawn) | . | . | -10.3 | -4.4% | . | -8.2 | . | . | 0.1%
O=C(CCNC(=O)c1ccccc1Cl)Nc1ccc(Cl)c(C(F)(F)F)c1 | -12.7% | 2.0% | 1.3 | -4.9% | 12.3% | -3.8 | ? | -4.9% | -14.4%
N#C/C(=C\c1cccnc1)c1ccc(Br)cc1 | -11.1% | 7.9%[57.1 µM] | -0.8 | -1.0% | 2.0% | -4.6 | -3.4% | 5.9% | -5.1%
COCCCn1c(C)nnc1-c1cnn(-c2ccccc2)c1N | -29.3% | 8.5% | -3.6 | 3.5% | -7.7% | -1.0 | -3.3% | 5.2% | 0.5%
C/C(=N\NC(=O)c1ccc(N/N=C(\C)c2ccc(O)cc2)cc1)c1ccc(O)cc1 | -24.3% | 5.5% | 1.6 | 2.0% | 14.5% | -15.1 | 2.5% | -1.3% | -5.5%
COC(=O)C1CN(S(=O)(=O)c2ccccc2)CCN1S(=O)(=O)c1ccccc1 (stereo not drawn) | 2.0% | 8.9% | -11.2 | 2.5% | 10.6% | 4.6 | -5.4% | 2.0% | 0.4%
CC(C)NC(=O)C(=O)c1cn(C)c2ccccc12 | -5.7% | -1.1%[57.1 µM] | -1.2 | -2.8% | 2.5% | 1.9 | 4.5% | 0.3% | -4.7%
CCn1cc(C(=O)O)c(=O)c2cnc(N3CCN(C(=S)NC(=O)c4ccc(Br)cc4)CC3)nc21 | -1.4% | 2.3%[57.1 µM] | -0.8 | 3.7% | -17.5% | -8.7 | -8.5% | -0.9% | 0.9%
O=C(Nc1ccc(N2CCOCC2)cc1)C1CCN(C(=O)OCc2ccccc2)CC1 | -6.9% | 6.8%[57.1 µM] | -3.8 | -5.1% | 0.0% | 1.1 | 2.3% | 2.1% | -4.2%
C#CCOCCOCCOCCNc1nc(N2CCN(C(=O)[C@H](CCCCN)n3cc(CC(C)O)nn3)CC2)nc(N2CCN(C(=O)[C@H](CCCCN)n3cc(CC(C)O)nn3)CC2)n1 (stereo partly drawn) | ? | 6.5% | 0.3 | -3.8% | -15.6% | -5.9 | -6.7% | 0.1% | -1.4%
CCCn1c(-c2ccc[nH]c2=O)nc2ccccc21 | -30.5% | 81.5%[activator][57.1 µM] | 1.5 | -6.9% | 0.0% | 2.7 | -2.6% | 3.4% | -8.2%
Cc1cccc(NC(=O)c2ccc(S(=O)(=O)N3CCCCC3C)cc2)n1 (stereo not drawn) | -16.5% | 5.8% | 1.3 | 1.4% | 3.5% | -10.3 | 1.2% | . | 2.0%
CC(C)NC(=O)c1nn(-c2ccccc2F)nc1CO | 10.8% | -4.1% | -9.3&-1.9 | -4.7% | -6.1% | 0.0 | 1.4% | -3.7% | 4.6%
CCCCN1C(=O)C(=O)NC[C@@H]1C(C)CC (stereo partly drawn) | -13.9% | 4.7%[57.1 µM] | -2.5 | -3.7% | 4.0% | -2.8 | 4.0% | -2.9% | 2.0%
CCOC(=O)C1(P(=O)(c2ccc(Cl)cc2)c2ccc(Cl)cc2)CCC1 | -19.1% | 12.9%[57.1 µM] | -7.7 | -4.7% | 6.0% | -14.7 | 3.9% | 0.8% | 5.9%
CCOC(=O)C1=C(N)N(c2ccc(C)cc2)C2=C(C(=O)CCC2)C1c1cccs1 (stereo not drawn) | ? | -4.5% | -4.5 | -1.3% | -1.8% | -2.3 | -3.4% | -0.3% | -7.8%
COc1ccc(C(O)c2nc(-c3ccc4ccccc4c3)cs2)cc1 (stereo not drawn) | . | . | 2.4 | 3.8% | . | 1.5 | . | . | -1.1%
COc1cccc2[nH]c3c(N4CCCCC4)ncnc3c12 | -11.8% | 22.3%[57.1 µM] | 0.7 | 7.2% | 8.1% | -1.4 | -2.2% | 1.3% | 0.7%
COc1cc(CC(=O)OCC(=O)NC2CC2)cc(OC)c1OC | -3.7% | 7.3%[57.1 µM] | -2.5 | 4.4% | 1.9% | 3.0 | -5.4% | 2.9% | 2.8%
Cc1ccc(NC(=O)c2ccn(C(=O)Nc3ccccc3)n2)c(C)c1 | -22.8% | 1.1%[57.1 µM] | -4.3 | 5.6% | 4.6% | -2.3 | -10.4% | -0.6% | 3.1%
CCN(C(=O)COC(=O)C(Cc1ccccc1)N1C(=O)c2ccccc2C1=O)C1CCS(=O)(=O)C1 (stereo not drawn) | -1.9% | -13.3% | -11.0 | -1.1% | 3.1% | -0.7 | 0.8% | -0.5% | 1.9%
Cc1nc(C(F)(F)F)ccc1C(=O)N1CCC1(C)C(=O)NS(=O)(=O)c1ccc(F)cc1F (stereo not drawn) | . | . | 1.9 | 5.8% | . | -0.3 | . | . | -3.5%
CCOc1ccccc1C(=O)Nc1cc2c(cc1N1CCCC1)n(CC)c(=O)n2CC | -18.7% | -10.0% | 5.7 | -9.2% | 46.5µM* | -12.3 | -2.5% | 0.1% | -1.8%
Cc1ccc(-c2cc(C(F)(F)F)n3ncc(C(=O)N4CCCCC4c4cccnc4)c3n2)cc1 (stereo not drawn) | -4.0% | 69.1% | -4.9 | 1.0% | 4.6% | 2.1 | 3.4% | -0.7% | 4.0%
COc1ccc(CCN2CC(C(=O)NCCc3ccccn3)CCC2=O)cc1 (stereo not drawn) | -6.2% | -9.0% | -6.9 | -2.9% | 0.7% | 3.7 | 1.9% | 0.6% | 0.7%
Cc1ccc(C(=O)O)cc1N1C(=O)CCCC1=O | -0.2% | 3.3%[57.1 µM] | -12.6 | -6.6% | -3.0% | -3.0 | 3.5% | 1.0% | 0.8%
Nc1nonc1C(=O)OCC(=O)N1CCOCC1 | -22.0% | -11.0% | -7.9 | -4.7% | 10.6% | -0.6 | -1.8% | 2.8% | 3.9%
Cc1ccc(C(=O)NCCC(=O)N2CCOCC2)cc1 | -18.3% | -1.5% | -4.9 | -7.3% | -5.6% | -1.1 | -1.1% | -2.1% | -0.2%
CC1CCc2sc(C(=O)NNC(=S)NCC3CCCO3)cc2C1 (stereo not drawn) | -22.6% | 8.1% | -2.4 | 4.5% | 8.8% | -11.6 | -12.7% | 0.8% | -2.8%
Cc1cc(C(=O)CN2C(=O)NC(Cc3c[nH]c4ccccc34)C2=O)c(C)n1C (stereo not drawn) | -27.1% | -1.1% | -4.0&-1.0 | -2.1% | 0.0% | 3.2 | 1.1% | 0.7% | 0.0%
COc1ccc(Br)cc1CNC(=O)CN1CCSc2ccccc21 | -28.8% | -5.3%[57.1 µM] | -10.0 | 0.4% | 18.2% | -5.3 | -2.8% | -4.5% | -6.5%
COc1ccc(-n2ncc(C(=O)Nc3cccc(C(F)(F)F)c3)c2C2CCN(C(=O)OC(C)(C)C)CC2)cc1 | -3.9% | 2.9% | -2.3 | -1.8% | 13.2% | -0.3 | -5.7% | -0.8% | 3.0%
COc1ccc(OCC(=O)Nc2nc3cc4c(cc3s2)OCCO4)cc1 | -1.7% | -6.6%[57.1 µM] | 4.4 | -3.5% | 9.8% | -4.7 | -24.1% | . | 2.5%
Cc1cccc(C(=O)N2N=C(c3ccc(NS(C)(=O)=O)cc3)CC2c2cccs2)c1 (stereo not drawn) | -19.5% | -18.4% | -10.7 | 15.6% | -11.1% | -2.5 | -6.8% | 4.4% | -7.3%
